Screens deposited in PubChem by Sanford-Burnham Center for Chemical Genomics.
NR3A LBD binder – binders of NR3A ligand-binding domain, primary screen, biophysical, differential scanning fluorimetry, uHTS; Glutamate receptor ionotropic, NMDA 3A (GRIN3A) ligand-binding domain; NR3A LBD differential scanning fluorimetry, Tm shift; 0% = protein alone, 100% = glycine-bound protein; Tm shift relative to glycine control, % at 25 µM; 340,000 tested, 2.5% active; AID 1259313, 2017;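 active = melting temperature shift of at least 10% of the positive control shift, at one fixed dose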
MPTP block – mitochondrial permeability transition pore inhibitors, primary screen, biochemical, isolated mouse mitochondria, absorbance; Ca2+ swelling absorbance, 30 min; inhibition, % at 10 µM; 360,000 tested, 1.4% active;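 active = inhibition of 50% or more, scaled per plate between neutral and stimulator controls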;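 also: 0% = DMSO wells given calcium and 100% = 1 mM EGTA wells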
ATG4B inh – ATG4B protease inhibitors, primary screen, biochemical, fluorescence, uHTS | Cysteine protease ATG4B (Homo sapiens), Q9Y4P1 | ATG4B cleavage of LC3-PLA2, NBD-HPC fluorescence, 1 h | inhibition, % at 8.33 µM | 340,000 tested, 0.51% active; in the data active = inhibition above about 40%
Target sequence (Q9Y4P1 whole entry, looked up): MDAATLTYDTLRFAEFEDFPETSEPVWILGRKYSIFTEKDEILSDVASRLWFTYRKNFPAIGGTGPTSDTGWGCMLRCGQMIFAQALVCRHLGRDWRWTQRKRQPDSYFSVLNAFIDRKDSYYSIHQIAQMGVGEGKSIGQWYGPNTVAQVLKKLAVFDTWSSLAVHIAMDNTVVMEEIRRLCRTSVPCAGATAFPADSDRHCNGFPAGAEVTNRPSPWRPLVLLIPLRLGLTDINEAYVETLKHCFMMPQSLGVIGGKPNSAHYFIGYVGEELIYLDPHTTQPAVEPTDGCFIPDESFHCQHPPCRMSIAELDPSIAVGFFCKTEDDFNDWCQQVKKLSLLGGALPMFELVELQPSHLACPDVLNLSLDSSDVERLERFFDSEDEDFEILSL
SENP8 block – human SENP8 protease inhibitors, primary screen, biochemical, fluorescence, Nedd8 protein substrate, uHTS; Sentrin-specific protease 8 (Homo sapiens), Q96LD8; recombinant SENP8; inhibition, % at 20 µM; 360,000 tested, 0.64% active; in the data active = inhibition mostly above about 40%, no sharp cut-off; inactive = mostly below about 27%
Target sequence (Q96LD8 whole entry, looked up): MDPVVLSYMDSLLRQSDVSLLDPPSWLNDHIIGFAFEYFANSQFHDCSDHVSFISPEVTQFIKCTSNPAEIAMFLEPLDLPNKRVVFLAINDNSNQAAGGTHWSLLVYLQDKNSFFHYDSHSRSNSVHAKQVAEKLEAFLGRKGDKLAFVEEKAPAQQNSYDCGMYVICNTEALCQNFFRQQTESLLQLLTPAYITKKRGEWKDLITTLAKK
SENP6 block – SENP6 protease inhibitors, primary screen, biochemical, luminescence, uHTS. Recombinant SENP6 catalytic domain, aminoluciferin luminescence. inhibition, % at 10 µM. 330,000 tested, 1.8% active;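 active = inhibition above about 50% at the single tested dose, limit read from the data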;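 also: plate controls were DMSO wells with enzyme for no effect and DMSO wells lacking enzyme for full effect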
hIAP activ – human IAP activators, primary screen, biochemical, luminescence, uHTS; Intestinal-type alkaline phosphatase (Homo sapiens), P09923; purified human IAP, CDP-Star luminescence, 30 min; hits give high values; 1 = vehicle-only enzyme, 0 = enzyme-free background; activation factor at 10 µM; 330,000 tested, 0.16% active;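 active = activation factor of the enzyme at least 2-fold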; also: the source names both 10 and 20 µM as test concentration; values of inactives mirror those of a sister screen read the other way
SENP1 inh – human SENP1 catalytic domain inhibitors, primary screen, biochemical, FRET, uHTS. Sentrin-specific protease 1 (Homo sapiens), Q9P0U3. recombinant SENP1 catalytic domain, CyPet-SUMO1-YPet FRET cleavage. inhibition, % at 10 µM. 360,000 tested, 0.21% active. AID 624204, 2012;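 active = inhibition at least 30% at 10 µM, raw YFP signal under a set limit, fluorescence ratio 0.5 to 1.5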;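 also: 0% = enzyme with DMSO and 100% = no enzyme wells; some results filed as inactive read as strong as hits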
Target sequence (Q9P0U3 419-644 limits assumed): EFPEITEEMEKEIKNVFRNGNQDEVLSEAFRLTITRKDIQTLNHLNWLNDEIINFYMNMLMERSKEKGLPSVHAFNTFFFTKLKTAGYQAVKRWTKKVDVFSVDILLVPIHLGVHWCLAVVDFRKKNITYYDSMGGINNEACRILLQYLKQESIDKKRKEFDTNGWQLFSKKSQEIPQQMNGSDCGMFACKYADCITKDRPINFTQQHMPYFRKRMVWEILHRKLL
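Compound: 10 µM single point, 0.5% DMSO; Test system: hSENP1 catalytic domain, recombinant; Timing: 50 min reaction at room temperature; Technique: FRET, CFP and YFP emission; Control set: no-enzyme wells low, DMSO-plus-enzyme wells high control.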
PfG6PD inh – PfG6PD enzyme inhibitors, primary screen, biochemical, fluorescence intensity, uHTS; glucose-6-phosphate dehydrogenase-6-phosphogluconolactonase (Plasmodium falciparum 3D7); PfGluPho enzyme, NADPH resazurin-diaphorase fluorescence; inhibition, % at 20 µM; 350,000 tested, 0.78% active;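 active = inhibition reaching at least a set limit at 20 µM in the primary screen, cut at about 59% in these data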;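 also: 0% = DMSO wells with substrate and 100% = DMSO wells lacking glucose-6-phosphate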
* = called active by the depositor; nt = not tested or not shown. Hits appear at their usual frequency, and some 6.7% of all compounds hit somewhere here.

1) CC1CCN(S(=O)(=O)c2ccc(C(=O)OC(C)C(=O)N(C)C3CCCCC3)cc2)CC1 (configuration not stated)
2) CCCCN(C)C(=O)c1ccc2c(c1)S(=O)(=O)c1ccccc1C2=O
3) CCSc1nnc(NC(=O)CSc2nnc(Cc3cccn3C)n2CCc2ccccc2)s1
4) COc1ccccc1C1CC(c2ccccc2)Nc2ncnn21 (configuration not stated)
5) O=C(c1ccc(Cl)c(F)c1F)N1CCOCC1
6) Cc1ccc(S(=O)(=O)N2CCOC23CCN(C(=O)c2cc(Cl)ccc2Cl)CC3)cc1

Screen / compound no.	1	2	3	4	5	6
NR3A LBD binder	15*	-1	-1	-1	1	0
MPTP block	-1.4	-0.3	2.8	1.4	-2.2	-1.0
ATG4B inh	-5	9	58*	-5	0	-6
SENP8 block	6	12	-1	-6	8	6
SENP6 block	-4	-6	2	6	-23	9
hIAP activ	1.1	0.94	0.93	1.1	0.99	0.99
SENP1 inh	1	-1	0	-5	2	1
PfG6PD inh	-1	-10	-33	7	-2	-9

7) O=C(Nc1nc(-c2cccnc2)cs1)c1ccccc1F
8) NS(=O)(=O)c1ccc(-n2nncc2C23CC4CC(CC(C4)C2)C3)cc1
9) Cc1cc(C)c(S(C)(=O)=O)c(Sc2ccc(Cl)cc2)n1
10) O=C(OCC(=O)N1CCN(C(=O)c2ccco2)CC1)c1cc(-c2ccccc2)nc2ccccc12
11) CC(C)(C)OC(=O)CNC(=O)c1nc[nH]c1C(=O)NCC(=O)OC(C)(C)C
12) O=C(CSc1cccc[n+]1[O-])c1cc2ccccc2o1

Screen / compound no.	7	8	9	10	11	12
NR3A LBD binder	0	-1	0	-3	4	0
MPTP block	0.2	2.2	0.4	-3.4	-1.7	5.8
ATG4B inh	2	1	4	-16	0	0
SENP8 block	-8	1	7	-81	1	12
SENP6 block	-6	12	-18	0	-14	-3
hIAP activ	0.85	1.1	1.1	1	1.5	1
SENP1 inh	-1	0	2	-3	2	5
PfG6PD inh	-2	-4	4	6	-9	20

13) O=C(NCc1ccc2c(c1)OCO2)C1Cc2ccccc2CN1C(=O)c1ccco1 (configuration not stated)
14) COc1ccc(S(=O)(=O)N(C)c2ccc(C(N)=O)cc2)cc1
15) O=C(/C=C/c1ccccc1)OCC(=O)N1CCN(c2ccccc2)CC1
16) Cn1c(SCC(=O)NCCc2ccccc2)nnc1-c1ccncc1
17) C=CCNC(=S)N1CCN(CCNC2=CC(=O)CC(C)(C)C2)CC1
18) Oc1c(Br)cc(/C=N/NC(=S)NCc2ccco2)cc1Br

Screen / compound no.	13	14	15	16	17	18
NR3A LBD binder	-1	2	-2	3	0	-6
MPTP block	-0.6	-0.3	-1.4	0.6	0.6	4.5
ATG4B inh	-9	-3	-6	-8	5	7
SENP8 block	13	23	11	13	6	-426
SENP6 block	-8	-6	-22	10	-2	18
hIAP activ	0.92	1	0.76	0.94	1	1
SENP1 inh	1	1	1	2	-4	-9
PfG6PD inh	6	6	0	10	0	-10

A run of entries from further up:
15) O=C(/C=C/c1ccccc1)OCC(=O)N1CCN(c2ccccc2)CC1
16) Cn1c(SCC(=O)NCCc2ccccc2)nnc1-c1ccncc1
17) C=CCNC(=S)N1CCN(CCNC2=CC(=O)CC(C)(C)C2)CC1
18) Oc1c(Br)cc(/C=N/NC(=S)NCc2ccco2)cc1Br

Screen / compound no.	15	16	17	18
NR3A LBD binder	-2	3	0	-6
MPTP block	-1.4	0.6	0.6	4.5
ATG4B inh	-6	-8	5	7
SENP8 block	11	13	6	-426
SENP6 block	-22	10	-2	18
hIAP activ	0.76	0.94	1	1
SENP1 inh	1	2	-4	-9
PfG6PD inh	0	10	0	-10

(cont.)
19) COc1ccc(/C=C(\C#N)C(=O)NCC(c2ccc(F)cc2)N2CCOCC2)cc1 (configuration not stated)
20) CCN(CC)C(=O)C(=O)N/N=C/c1ccc(C(=O)OC)cc1
21) O=C1CC(c2ccco2)Cc2nc(Nc3ccc(F)cc3)ncc21 (configuration not stated)
22) Cc1ccc(CN2CCN(Cc3ccccc3)C(CCO)C2)s1 (configuration not stated)
23) COCCNC(=O)c1cc(-c2ccccn2)nc2ccc(S(=O)(=O)N3CCC(C)CC3)cc12
24) N#CC1=C(N)Oc2n[nH]c(-c3ccccc3)c2C1c1ccsc1 (configuration not stated)

Screen / compound no.	19	20	21	22	23	24
NR3A LBD binder	0	-5	4	-2	2	-1
MPTP block	3.4	1.9	2.4	2.5	-0.3	-9.2
ATG4B inh	2	3	4	2	1	-7
SENP8 block	11	6	-207	17	2	29
SENP6 block	-20	12	1	4	5	-6
hIAP activ	0.89	0.86	0.87	0.84	1.1	1.2
SENP1 inh	-1	-1	6	1	-1	-2
PfG6PD inh	10	-11	4	3	-23	14

25) Cc1[nH]c2ccccc2c1/C=N/Nc1nc(Nc2ccccc2)nc(N2CCOCC2)n1
26) CSc1c(-c2ccccc2)nc2ccccc2c1C(=O)O
27) O=C(NCc1cccc(Br)c1)C1CC(c2ccc(C(F)(F)F)cc2)=NO1 (configuration not stated)
28) CCN(Cc1ccccc1)S(=O)(=O)c1cc(C(=O)c2c(N)n(C)c(=O)n(C)c2=O)ccc1OC
29) CCOc1cc(CN2CCN(c3cccc(C(F)(F)F)c3)CC2)ccc1O
30) O=C(NCc1ccc(F)cc1)c1ccc(S(=O)(=O)Nc2cccc(C(F)(F)F)c2)cc1

Screen / compound no.	25	26	27	28	29	30
NR3A LBD binder	9	-1	-11	1	0	29*
MPTP block	1.3	-0.4	3.1	-1.0	3.4	30
ATG4B inh	-21	-5	12	-16	-9	2
SENP8 block	2	24	14	2	0	8
SENP6 block	-4	-6	-8	-27	2	-19
hIAP activ	0.95	0.9	1.1	1	0.92	0.96
SENP1 inh	-4	3	4	1	2	1
PfG6PD inh	15	-13	15	-6	10	-23

31) CCOc1ccc(S(=O)(=O)Nc2nc3cc(OC)ccc3s2)cc1
32) Cc1nn(C)cc1S(=O)(=O)N1CCN(c2ccc(F)cc2)CC1
33) Cc1cc(C(=O)N2CCC(C(=O)O)CC2)c(C)o1
34) Cc1cccc(C)c1N=C1NN=C(c2ccccc2F)CS1
35) O=S1(=O)CCN(CCCCc2ccccc2)CC1
36) O=C(CNc1cccc2ccccc12)N/N=C/C(Br)=C/c1ccccc1

Screen / compound no.	31	32	33	34	35	36
NR3A LBD binder	-10	0	2	-3	nt	16*
MPTP block	-1.7	-0.1	0.2	0.6	0.0	1.3
ATG4B inh	11	-2	-7	18	nt	-1
SENP8 block	13	-1	5	-2	0	-48
SENP6 block	1	5	-11	-23	nt	80*
hIAP activ	1.1	1.2	0.86	0.88	nt	0.98
SENP1 inh	0	2	3	-12	-1	-14
PfG6PD inh	-46	1	-2	14	-2	13

37) O=C1CN(C(=O)/C=C/c2ccccc2)CCN1
38) O=C(NCc1ccccn1)C(F)(F)C(F)(F)C(=O)NCc1ccccn1
39) COCCNC(=O)c1cccc(OC2CCN(Cc3ccc(OC(F)F)cc3)CC2)c1
40) CCN1C(=O)CS/C1=N\S(=O)(=O)c1ccccc1
41) O=C(COC(=O)C1CCC1)Nc1ccc(OC(F)F)cc1
42) O=C(CN1C(=O)/C(=C\c2ccc(F)cc2)Oc2ccccc21)N1CCN(c2ccccn2)CC1

Screen / compound no.	37	38	39	40	41	42
NR3A LBD binder	-1	0	-1	-3	1	-4
MPTP block	-1.5	-0.3	-0.1	-0.4	-1.1	8.3
ATG4B inh	3	-3	12	7	-14	-3
SENP8 block	17	16	13	9	7	-285
SENP6 block	-6	2	3	-2	-10	-12
hIAP activ	1	1	1	1.1	1	0.99
SENP1 inh	2	0	-1	2	1	-63
PfG6PD inh	-5	-15	-1	-6	7	-4

43) CN1C(=O)C(CCC(N)=O)NC1=S (configuration not stated)
44) CCOc1cccc2cc(-c3nnc(NCc4ccc5c(c4)OCO5)s3)c(=O)oc12
45) COc1ccc(CN2CCC[C@]3(N[C@H](c4ccccc4)[C@@H]4C(=O)N(Cc5ccccc5)C(=O)[C@@H]43)C2=O)cc1
46) CC(C)OCCCNC(=O)c1ccc(NS(C)(=O)=O)cc1
47) COc1ccc([N+](=O)[O-])cc1NC(=O)C(C)NNC(=O)c1cccc([N+](=O)[O-])c1 (configuration not stated)
48) COc1ccc(C(O)c2nccn2Cc2ccccc2)cc1OC (configuration not stated)

Screen / compound no.	43	44	45	46	47	48
NR3A LBD binder	0	-8	nt	-2	-6	nt
MPTP block	0.9	2.2	0.5	-0.8	1.3	4.1
ATG4B inh	-11	1	nt	-2	-12	-14
SENP8 block	14	-297	8	8	23	14
SENP6 block	-6	nt	nt	-7	0	-2
hIAP activ	0.95	nt	nt	0.87	1.1	1
SENP1 inh	2	-27	2	2	2	1
PfG6PD inh	-10	-7	3	2	1	5

Arranged by formula weight (rising): some entries from above
43) CN1C(=O)C(CCC(N)=O)NC1=S (configuration not stated)
46) CC(C)OCCCNC(=O)c1ccc(NS(C)(=O)=O)cc1
48) COc1ccc(C(O)c2nccn2Cc2ccccc2)cc1OC (configuration not stated)

Screen / compound no.	43	46	48
NR3A LBD binder	0	-2	nt
MPTP block	0.9	-0.8	4.1
ATG4B inh	-11	-2	-14
SENP8 block	14	8	14
SENP6 block	-6	-7	-2
hIAP activ	0.95	0.87	1
SENP1 inh	2	2	1
PfG6PD inh	-10	2	5

More entries follow:
49) CC(=O)Nc1cccc(NS(=O)(=O)c2c(C)noc2C)c1
50) CCCc1cc(N2CCCC(C(=O)NCC)C2)n2ncnc2n1 (configuration not stated)
51) COc1ccc(C(=O)NNC(=O)Cc2nc3nc(C)cc(C)n3n2)cc1
52) O=C(OCn1nnc2ccccc2c1=O)C1CCCCC1

Screen / compound no.	49	50	51	52
NR3A LBD binder	-1	1	3	1
MPTP block	-0.6	-0.1	-1.6	1.0
ATG4B inh	3	3	-5	-4
SENP8 block	6	11	16	42*
SENP6 block	-4	0	11	-31
hIAP activ	0.98	0.93	1.2	0.91
SENP1 inh	1	1	4	3
PfG6PD inh	12	0	-9	1

Full records, looked up by structure. Values in the order: NR3A LBD binder | MPTP block | ATG4B inh | SENP8 block | SENP6 block | hIAP activ | SENP1 inh | PfG6PD inh
CCCc1cc(N2CCCC(C(=O)NCC)C2)n2ncnc2n1 (configuration not stated) reads 1 | -0.1 | 3 | 11 | 0 | 0.93 | 1 | 0
CC(=O)Nc1cccc(NS(=O)(=O)c2c(C)noc2C)c1 reads -1 | -0.6 | 3 | 6 | -4 | 0.98 | 1 | 12
O=C(OCn1nnc2ccccc2c1=O)C1CCCCC1 reads 1 | 1.0 | -4 | 42* | -31 | 0.91 | 3 | 1
COc1ccc(C(=O)NNC(=O)Cc2nc3nc(C)cc(C)n3n2)cc1 reads 3 | -1.6 | -5 | 16 | 11 | 1.2 | 4 | -9
